influenza NS1A – H1N1 influenza NS1A inhibitors, functional cell based assay (AID 504329). NS1A functional cell-based assay, percent inhibition; higher % means a stronger effect. inhibition, % at 12.5 µM, or IC50 in µM where a hit was titrated. 0.3% of 340,000 active; in the data active = a potency from the dose series; inconclusive = inhibition above about 27% without an active follow-up result; note: strong numbers were not always called active
M. tuberculosis – growth inhibition of non-replicating M. tuberculosis (AID 488890); 0.39% of 320,000 active; inhibition, % at 25 µM, or IC50 in µM where a hit was titrated; Mycobacterium tuberculosis non-replicating, growth inhibition; higher % means a stronger effect; in the data active = a potency from the dose series; inconclusive = inhibition mostly from about 82% at the one dose, without a potency; inactive = the rest, 99 in 100 with inhibition below about 76%;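 note: plate controls were DMSO cells for no effect and high antibiotic wells for full effect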
Salmonella PhoP GFP – PhoP regulon inhibitors, Salmonella typhi PhoP promoter GFP reporter, confirmatory (AID 1850). Salmonella Typhi PhoP-promoter GFP reporter, fluorescence, 4 h; higher % means a stronger effect. one-dose inhibition, % at 50 µM; IC50 in µM for titrated hits. 0.33% of 310,000 active; in the data active = a potency from the dose series; inconclusive = inhibition mostly from about 25% at the one dose, without a potency; inactive = the rest, 99 in 100 with inhibition below about 19%;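 note: 0% = induced wells with vehicle and 100% = uninduced wells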
H37Rv inhibition – M. tuberculosis growth inhibition, HTS (AID 449762); M. tuberculosis H37Rv growth inhibition, 7H9 media; higher % means a stronger effect; one-dose inhibition, % at 25 µM; IC50 in µM for titrated hits; 0.59% of 330,000 active; in the data active = a potency from the dose series; inconclusive = inhibition above about 70% without an active follow-up result;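 note: bacterial growth assessed after seven days of incubation; strong numbers were not always called active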
VEEV TC-83 Vero – inhibitors of VEEV TC-83 cytopathic effect, confirmation, Vero cells (AID 588727) | Vero cells, VEEV TC-83 cytopathic effect inhibition; higher % means a stronger effect | inhibition, % at 20 µM, or IC50 in µM where a hit was titrated | 0.13% of 350,000 active; in the data active = a potency from the dose series; inconclusive = inhibition mostly from about 14% at the one dose, without a potency; inactive = the rest, 99 in 100 with inhibition below about 12%; note: strong numbers were not always called active
VEEV TC-83 Vero 10K pilot screen – recorded beside VEEV TC-83 Vero, whose call it bears; inhibition, %; measured here: 10K pilot screen inhibition
An asterisk follows results filed as active; & = joins results of further samples. Rows are unselected (roughly 1.4% active in at least one column).

`COc1ccccc1C(CNC(=O)C(C)(C)Oc1ccc(Cl)cc1)N1CCCC1` (configuration not stated) gave influenza NS1A -9%, M. tuberculosis 7%, Salmonella PhoP GFP -2%, H37Rv inhibition 23µM* and VEEV TC-83 Vero 1.9%.
Screening CC(C)OC(=O)/C(=C/c1ccc2c(c1)c1ccccc1n2C)NC(=O)c1ccccc1 returned influenza NS1A 1%, M. tuberculosis 0%, Salmonella PhoP GFP -1%, H37Rv inhibition -4% and VEEV TC-83 Vero 9.2%.
`COC(=O)c1cc2c(ccn2-c2ccc(F)cc2)n1Cc1cccc(OC)c1` gave influenza NS1A -4%, M. tuberculosis -4%, Salmonella PhoP GFP -3%, H37Rv inhibition 5% and VEEV TC-83 Vero 2.0%.
For Cc1ccc(NC(=O)c2cnccn2)cc1S(=O)(=O)N1CCCCCC1 the results were influenza NS1A -22%, M. tuberculosis 18%, H37Rv inhibition -5% and VEEV TC-83 Vero inactive.
`Cc1occc1-c1nnc(SCC(=O)c2c(N)n(C3CC3)c(=O)[nH]c2=O)n1C` gave influenza NS1A -3%, M. tuberculosis -10%, H37Rv inhibition -10% and VEEV TC-83 Vero inactive.
O=C(O)c1ncc(Cl)c(Cl)c1Cl was read as influenza NS1A -7%&10%, M. tuberculosis 5%&-2%, Salmonella PhoP GFP -5%&15%, H37Rv inhibition 3%&-3% and VEEV TC-83 Vero 2.6%.
Screening Cc1ccc([N+](=O)[O-])cc1NC(=O)CCCOc1ccccc1 returned influenza NS1A -13%, M. tuberculosis -4%, Salmonella PhoP GFP 7%, H37Rv inhibition -8% and VEEV TC-83 Vero 5.4%.
O=[N+]([O-])c1cccn2cc(-c3ccc(Br)cc3)nc12 was read as influenza NS1A 3%, M. tuberculosis inconclusive, Salmonella PhoP GFP -19%, H37Rv inhibition 12% and VEEV TC-83 Vero 0.1%.
For N#Cc1ccccc1S(=O)(=O)N1CCC(C(=O)Nc2cccc(C(=O)NC3CC3)c2)CC1 the results were influenza NS1A 10% and VEEV TC-83 Vero 1.5%.
For Cc1ccccc1C(=O)Nn1cnnc1 the results were influenza NS1A -2%, M. tuberculosis 2%, Salmonella PhoP GFP -4%, H37Rv inhibition 5% and VEEV TC-83 Vero inactive.
`Cc1ccc(C2=NN(C(=O)CN3C(=O)c4ccccc4S3(=O)=O)C(c3ccco3)C2)cc1` (configuration not stated) gave influenza NS1A -7%, M. tuberculosis inconclusive, Salmonella PhoP GFP 5%, H37Rv inhibition -1% and VEEV TC-83 Vero 0.6%.
Screening O=C(c1cccc(S(=O)(=O)N2CCCC2)c1)N1CCN(S(=O)(=O)c2cccc(Cl)c2)CC1 returned influenza NS1A -7% and VEEV TC-83 Vero 3.4%.
CCOC(=O)C1(CCOC)CCN(C/C=C/c2ccccc2OC)CC1 was read as influenza NS1A -2%, M. tuberculosis 16%, Salmonella PhoP GFP 1%, H37Rv inhibition 5% and VEEV TC-83 Vero inactive.
For CCOc1ccc(NC(=O)c2ccccc2NC(=O)CN(C)CC(=O)Nc2ccc(C)cc2)cc1 the results were influenza NS1A 2%, M. tuberculosis 56%, Salmonella PhoP GFP -1%, H37Rv inhibition 7% and VEEV TC-83 Vero 7.7%.
C=C1[C@@H](O)[C@H](Cc2ccccc2)N(Cc2ccccc2Br)S1(=O)=O was read as influenza NS1A 5% and VEEV TC-83 Vero inconclusive.
COc1ccc(NC(=O)CSc2nnc(CNC(=O)c3ccco3)o2)cc1 was read as influenza NS1A -11%, M. tuberculosis 19%, Salmonella PhoP GFP -5%, H37Rv inhibition -5%, VEEV TC-83 Vero 0.2% and VEEV TC-83 Vero 10K pilot screen 0.0.
Screening COC(=O)c1ccc2nc(NC(=O)CCS(=O)(=O)c3ccccc3)sc2c1 returned influenza NS1A 5%, M. tuberculosis inconclusive, Salmonella PhoP GFP -1%, H37Rv inhibition 7% and VEEV TC-83 Vero 7.3%.
`Cc1ccc(N2C(=N)SCC2=O)cc1Cl` gave influenza NS1A 2%, M. tuberculosis 73%, Salmonella PhoP GFP -3%, H37Rv inhibition -2%, VEEV TC-83 Vero 0.8% and VEEV TC-83 Vero 10K pilot screen 1.8.
`COc1ccc(/C=N/NC(=O)c2ccc(Br)cc2)cc1CN1CCOCC1` gave influenza NS1A 5%, Salmonella PhoP GFP 6%, H37Rv inhibition 4% and VEEV TC-83 Vero 1.4%.
For O=C(O)CCC(=O)NNC(=O)c1cccc(Cl)c1 the results were influenza NS1A -3%, M. tuberculosis 0%, Salmonella PhoP GFP 3%, H37Rv inhibition 9% and VEEV TC-83 Vero 0.6%.
`O=C(c1cc(-c2ccc(Cl)cc2)on1)N1CCN(c2ccc(F)cc2)CC1` gave influenza NS1A -5%, M. tuberculosis 4%, Salmonella PhoP GFP 2%, H37Rv inhibition 5% and VEEV TC-83 Vero 0.3%.
Screening Nc1c(C(=O)Nc2ccccc2)c2nc3ccccc3nc2n1CCCN1CCOCC1 returned influenza NS1A -16%, M. tuberculosis 65%, Salmonella PhoP GFP 2%, H37Rv inhibition inconclusive and VEEV TC-83 Vero inactive.
Screening CC1CCCCN1S(=O)(=O)c1ccc(S(=O)(=O)N(CC(=O)Nc2ccccc2)Cc2cccs2)cc1 (configuration not stated) returned influenza NS1A 6%, M. tuberculosis 1%, Salmonella PhoP GFP -2%, H37Rv inhibition 4% and VEEV TC-83 Vero 7.0%.
Cc1c(NS(=O)(=O)c2cc(C(=O)NCC3CCCO3)cc(Cl)c2Cl)c(=O)n(-c2ccccc2)n1C (configuration not stated) was read as influenza NS1A -9%, M. tuberculosis 8%, Salmonella PhoP GFP -4%, H37Rv inhibition -3% and VEEV TC-83 Vero 2.4%.

4 entries drawn at random from those above, as already listed:
Screening Nc1c(C(=O)Nc2ccccc2)c2nc3ccccc3nc2n1CCCN1CCOCC1 returned influenza NS1A -16%, M. tuberculosis 65%, Salmonella PhoP GFP 2%, H37Rv inhibition inconclusive and VEEV TC-83 Vero inactive.
Cc1c(NS(=O)(=O)c2cc(C(=O)NCC3CCCO3)cc(Cl)c2Cl)c(=O)n(-c2ccccc2)n1C (configuration not stated) was read as influenza NS1A -9%, M. tuberculosis 8%, Salmonella PhoP GFP -4%, H37Rv inhibition -3% and VEEV TC-83 Vero 2.4%.
Screening COC(=O)c1ccc2nc(NC(=O)CCS(=O)(=O)c3ccccc3)sc2c1 returned influenza NS1A 5%, M. tuberculosis inconclusive, Salmonella PhoP GFP -1%, H37Rv inhibition 7% and VEEV TC-83 Vero 7.3%.
`O=C(c1cc(-c2ccc(Cl)cc2)on1)N1CCN(c2ccc(F)cc2)CC1` gave influenza NS1A -5%, M. tuberculosis 4%, Salmonella PhoP GFP 2%, H37Rv inhibition 5% and VEEV TC-83 Vero 0.3%.

(list continues)
O=C(NCc1ccccc1F)C(=O)NCC1OCCCN1S(=O)(=O)c1cccs1 (configuration not stated) was read as influenza NS1A -3%, M. tuberculosis 21%, Salmonella PhoP GFP 0%, H37Rv inhibition 3% and VEEV TC-83 Vero inactive.
Screening CC12CCC(=O)C=C1CCC1C2C(O)CC2(C)C1CCC2(O)C(=O)COC(=O)COCC(=O)O (configuration not stated) returned influenza NS1A 0% and VEEV TC-83 Vero 0.6%.
`CCOc1ccccc1NC(=O)Nc1cccc(S(N)(=O)=O)c1` gave M. tuberculosis -10%, Salmonella PhoP GFP -10%, H37Rv inhibition -6% and VEEV TC-83 Vero 3.7%.
Screening O=[N+]([O-])c1ccc(Sc2ccccc2Cl)nc1 returned influenza NS1A 6%, M. tuberculosis 77%, Salmonella PhoP GFP 3%, H37Rv inhibition 8% and VEEV TC-83 Vero inactive.
O=C(CSc1ccccc1)NCCc1ccccc1 was read as influenza NS1A 1%, M. tuberculosis 53%, Salmonella PhoP GFP 4%, H37Rv inhibition -2% and VEEV TC-83 Vero inactive.
Screening COc1ccc(/C=C/c2nnc(NC(=O)COc3cccc(C)c3)s2)cc1 returned influenza NS1A 0%, M. tuberculosis -5%, Salmonella PhoP GFP -3%, H37Rv inhibition -2% and VEEV TC-83 Vero 2.7%.
For C=CC(=O)N1C/C(=C/c2ccc(F)cc2)C(=O)/C(=C\c2ccc(F)cc2)C1 the results were influenza NS1A 8% and VEEV TC-83 Vero 0.9%.
`CCOc1ccc(OCCCC(=O)NCCc2ccc(OC)cc2)cc1` gave influenza NS1A -18%, M. tuberculosis 75%, Salmonella PhoP GFP -9%, H37Rv inhibition -1% and VEEV TC-83 Vero 0.9%.
`COc1ccccc1-c1cn[nH]c(=S)n1` gave influenza NS1A 7%, M. tuberculosis 75%, Salmonella PhoP GFP -6%, H37Rv inhibition -1% and VEEV TC-83 Vero 6.9%.
COc1ccc(NC(=O)CNC(=O)Cc2cccc3ccccc23)cc1 was read as influenza NS1A -3%, M. tuberculosis 3%, H37Rv inhibition 6% and VEEV TC-83 Vero 2.2%.
For Cc1ccc(CN(C)C(=O)c2ccccc2Oc2ccccc2)o1 the results were influenza NS1A 3%, M. tuberculosis 32%, Salmonella PhoP GFP -1%, H37Rv inhibition -6% and VEEV TC-83 Vero 0.2%.
COC(=O)C(C)n1cnc2c(cnn2-c2ccc(Cl)cc2)c1=O (configuration not stated) was read as influenza NS1A -3%, M. tuberculosis 29%, Salmonella PhoP GFP -18%, H37Rv inhibition 10%, VEEV TC-83 Vero 1.0% and VEEV TC-83 Vero 10K pilot screen 2.4.
CC1(c2nnc(-c3cccc(Cl)c3)o2)CC(c2ccc(Cl)cc2)=NO1 (configuration not stated) was read as influenza NS1A 8%, M. tuberculosis 71%, Salmonella PhoP GFP -13%, H37Rv inhibition 29% and VEEV TC-83 Vero 1.1%.
Screening O=C1CCCc2oc3c(cc(NS(=O)(=O)c4ccc5c6c(cccc46)C(=O)N5)c4ccccc43)c21 returned influenza NS1A 8%, M. tuberculosis 11%, Salmonella PhoP GFP -2%, H37Rv inhibition 54% and VEEV TC-83 Vero 5.1%.
For COc1ccccc1N/N=C/c1ccc2c(c1)OCO2 the results were influenza NS1A -2%, M. tuberculosis 12%, Salmonella PhoP GFP -3%, H37Rv inhibition 12%, VEEV TC-83 Vero 1.3% and VEEV TC-83 Vero 10K pilot screen 2.7.
`CCCn1nc(C(=O)NCc2ccc3c(c2)OCO3)c2ccccc2c1=O` gave influenza NS1A 6%, M. tuberculosis 15%, Salmonella PhoP GFP -6%, H37Rv inhibition 5% and VEEV TC-83 Vero 2.5%.
C=CCn1c(SCC(=O)c2cc(C)n(Cc3cccs3)c2C)nnc1-c1ccncc1 was read as influenza NS1A 4%, M. tuberculosis 27%, Salmonella PhoP GFP 1%, H37Rv inhibition -2% and VEEV TC-83 Vero inactive.
`O=C1CC2(CCN(C(=O)COc3ccc(Cl)cc3)CC2)Oc2ccccc21` gave influenza NS1A -1%, M. tuberculosis 33%, Salmonella PhoP GFP 11%, H37Rv inhibition 2% and VEEV TC-83 Vero 1.4%.
For Cc1cc(N2CC(C(=O)NCc3cccnc3)CC2=O)ccc1C(C)C (configuration not stated) the results were influenza NS1A -7%, M. tuberculosis 10%, Salmonella PhoP GFP 0%, H37Rv inhibition 12% and VEEV TC-83 Vero 3.2%.
For CC1CN(/C=C/C(=O)C(F)(F)F)CC(C)O1 (configuration not stated) the results were influenza NS1A -14%, M. tuberculosis 6%, Salmonella PhoP GFP -5%, H37Rv inhibition -7% and VEEV TC-83 Vero inactive.
Screening CCOc1ccccc1-n1nnnc1SCC(=O)OC returned influenza NS1A -7%, M. tuberculosis -2%, Salmonella PhoP GFP -13%, H37Rv inhibition 3% and VEEV TC-83 Vero 0.3%.
CC(c1ccccc1)N(CCC(c1ccccc1)C1CCOC(C)(C)C1)C(=O)c1ccco1 (configuration not stated) was read as influenza NS1A -5%, M. tuberculosis 23%, Salmonella PhoP GFP 2%, H37Rv inhibition 14% and VEEV TC-83 Vero 7.3%.
Cc1ccc(S(=O)(=O)NCc2ccccn2)c(C)c1C was read as influenza NS1A -2%, M. tuberculosis -3%, Salmonella PhoP GFP 11%, H37Rv inhibition -2% and VEEV TC-83 Vero 1.5%.

Source: PubChem (Southern Research Specialized Biocontainment Screening Center)
